esBAF inh = blocks esBAF chromatin remodeling in mouse ES cells; Bmi1-luciferase knock-in reporter, 24 h; 100% = twice the neutral-well signal; reporter increase, % at 12.5 µM; hit rate 2% among 350,000; in the data active = activation above about 40%; inconclusive = no clear call, values can overlap the other calls;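 note: 0% = median of the plate's neutral control wells and 100% = double that signal; a rise in the Bmi1 reporter signal indicates esBAF inhibition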
XiGFP reactiv = X-chromosome reactivation activator | hit rate 0.055% among 360,000 | activation, % at 7.58 µM | AID 743238 | XiGFP mouse fibroblasts, % GFP-positive cells imaging, 3 d; cells co-treated with 5-aza-dC sensitizer; scaled so ellipticine positive control = 100%;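 active = mean normalized replicate activation at least 10% and every replicate at or above 10%; inconclusive = only one of the two criteria met; inactive = mean below 10% and not all replicates reach 10%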;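 note: 0% = median of on-plate neutral control wells and 100% = ellipticine 6 µM median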
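System: 68-5-11 XiGFP fibroblast line; Timing: 3 days compound exposure; Compound dosing: one concentration, pinned; Benchmarks: positive control ellipticine, 6 µM final; Buffer or medium: DMEM containing 5-aza-dC.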
RAD52 inh = blocks human RAD52 DNA annealing. recombinant RAD52 DNA annealing, FRET fluorescence. inhibition, % at 18.7 µM. hit rate 0.46% among 360,000;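 active = every replicate showing at least 50% inhibition; inconclusive = mean inhibition at least 50% but not in every replicate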
S100A4 MyoIIA = S100A4-myosin IIA interaction inhibition; P26447; AID 652163; inhibition, % at 10.7 µM; hit rate 0.14% among 360,000; S100A4/TAMRA-MyoIIA peptide fluorescence polarization;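 active = mean inhibition of at least 70% across replicates, with every replicate also reaching that level; inconclusive = mean inhibition reaches 70% but some replicates fall short; inactive = mean inhibition below 70%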
Target sequence (P26447 whole entry, looked up): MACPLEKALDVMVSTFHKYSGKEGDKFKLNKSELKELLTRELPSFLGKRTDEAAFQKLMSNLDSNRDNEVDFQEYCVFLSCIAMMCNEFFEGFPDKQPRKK
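Material: S100A4 monomer protein | Medium: HEPES pH 7.2 with CaCl2, KCl, NaCl, DTT, Triton | Reagent: Labelled myosin peptide probe, 5 nM | Doses: One dose per compound | Times: 5 min incubation before reading | Benchmarks: Neutral control DMSO, positive control TFP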
RAD54 inh = blocks human RAD54 Holliday junction branch migration. Q92698. hit rate 0.14% among 360,000. inhibition, % at 10.4 µM. FAM/BHQ fluorescence;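 active = mean normalized replicate activity at least 40 and at least half of replicates scoring 40 or more; inconclusive = only one of the two criteria met; inactive = mean below 40 and under half of replicates reaching 40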;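 note: 0% = median of neutral control wells and 100% = median of positive control wells; inhibitors cause a drop in the FAM fluorescence signal; in these data hits start at about 50%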
Target sequence (Q92698 whole entry, looked up): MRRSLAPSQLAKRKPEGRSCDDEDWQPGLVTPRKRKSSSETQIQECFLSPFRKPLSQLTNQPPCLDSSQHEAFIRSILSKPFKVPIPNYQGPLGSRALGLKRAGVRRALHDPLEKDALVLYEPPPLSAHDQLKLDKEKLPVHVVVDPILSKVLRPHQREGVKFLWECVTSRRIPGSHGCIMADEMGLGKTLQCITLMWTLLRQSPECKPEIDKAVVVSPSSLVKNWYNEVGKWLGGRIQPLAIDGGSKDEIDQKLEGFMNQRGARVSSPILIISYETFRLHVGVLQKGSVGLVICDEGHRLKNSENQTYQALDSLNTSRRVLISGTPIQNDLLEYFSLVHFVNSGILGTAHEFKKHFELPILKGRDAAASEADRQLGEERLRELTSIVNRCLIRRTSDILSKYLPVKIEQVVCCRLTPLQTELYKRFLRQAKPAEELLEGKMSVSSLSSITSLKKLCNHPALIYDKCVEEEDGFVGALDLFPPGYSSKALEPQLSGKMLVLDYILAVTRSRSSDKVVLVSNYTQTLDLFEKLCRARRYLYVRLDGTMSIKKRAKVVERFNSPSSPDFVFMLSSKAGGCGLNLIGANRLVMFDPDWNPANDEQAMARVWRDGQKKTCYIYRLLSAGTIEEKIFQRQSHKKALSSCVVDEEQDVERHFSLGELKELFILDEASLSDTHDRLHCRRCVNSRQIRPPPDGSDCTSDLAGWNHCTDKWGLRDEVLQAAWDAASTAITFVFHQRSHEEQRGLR
ERAP1 inh = inhibitors of human ERAP1 aminopeptidase; hit rate 0.15% among 340,000; inhibition, % at 10.7 µM; recombinant ERAP1, Leu-AMC fluorescence, 60 min; AID 652197;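 active = mean replicate inhibition of at least 30%, or all replicates individually reaching that 30% level; inactive = mean below 30% and not every replicate reaching it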;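 note: 0% = neutral control wells and 100% = L-leucinethiol positive control wells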
ERp5 inh = ERp5 (human) disulfide isomerase inhibition; hit rate 0.05% among 350,000; ERp5 insulin aggregation, absorbance 650 nm, 90 min; AID 651711; inhibition, % at 9.99 µM; Q15084;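 active = mean replicate inhibition above about 25%, with every replicate also reaching it, limit read from the data, passing the limit was not always enough; inconclusive = only one of those two criteria met; inactive = neither criterion met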
E-selectin induc = E-selectin induction on HUVECs. P16581. HUVEC E-selectin immunofluorescence imaging; normalized: neutral wells 0, TNF-alpha wells 100. activation, % at 7.58 µM. hit rate 0.37% among 260,000;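 active = mean E-selectin-positive cell signal at least 10% of the positive control, reached in at least 60% of replicates, without over 20% cell loss; inconclusive = no rule given, readout overlaps actives, possibly toxicity-flagged; inactive = the rest, including those meeting only one limit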;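 note: in these data hits start at about 27%; measured in HUVEC primary endothelial cells; signal is the percent of cells scored E-selectin positive by PE staining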
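material = human umbilical vein endothelial cells (HUVEC), E-selectin induction | quantity = 3,000 cells/well | medium = EGM-2 growth medium on 0.1% gelatin-coated wells | technique = immunofluorescence imaging | read-out basis = % PE-positive cells | control set = TNF-alpha positive control, DMSO neutral control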
* hit, by the source's call; ? = inconclusive; . = not tested or not shown; & = joins results of further samples.

SMILES | esBAF inh | XiGFP reactiv | RAD52 inh | S100A4 MyoIIA | RAD54 inh | ERAP1 inh | ERp5 inh | E-selectin induc
COc1ccc(C(=O)CC(=O)C(=O)Nc2ccccc2C(F)(F)F)cc1 | 8.0 | 0.1 | -4.7 | -3.0 | -0.8 | -0.1 | 4.0 | 0.0
O=C1NN=COc2ccccc21 | . | 0.0 | 6.8 | -1.7 | . | 1.6 | -3.5 | -0.8
O=C(CSc1nc2scc(-c3ccccc3)c2c(=O)[nH]1)Nc1ccccc1 | -2.1 | 0.0 | -5.3 | -0.2 | 7.2 | 0.0 | -9.4 | -0.4
CC1CCN(CCOc2ccc(OCc3ccccc3)cc2)CC1 | 7.3 | 0.3 | -9.2 | 1.1 | 2.1 | -4.3 | -6.7 | .
COCCNC(=O)C[C@@H]1C[C@@H]2c3cc(NC(=O)C4CCOCC4)ccc3O[C@@H]2[C@H](CO)O1 | 1.1 | 0.0 | -4.7 | -6.2 | -2.8 | 2.8 | -3.3 | -0.4
O=C(Nc1cccc(F)c1)N1C[C@@H]2N[C@H](C1)C2c1ccc(-c2ccc(F)cc2)cc1 (stereo partly specified) | . | 0.0&0.1 | 50.5* | 1.9&-4.5 | . | 3.1&1.9 | 0.6&3.4 | 0.0&0.2
C=CCn1cccc(C(=O)Nc2ccc(C)c(C)c2)c1=O | 48.8* | 0.1 | -6.5 | -4.8 | -4.6 | -0.4 | -18.2 | -0.2
CC(C)(C)Cc1nnc(NC(=O)Cc2cccs2)s1 | . | 0.0 | -37.6 | -4.9 | . | 1.6 | 7.6 | -0.8
C#CCNC(=O)C1=C[C@H](c2ccc(C(F)(F)F)cc2)C[C@H](OCCCCO)O1 | -6.8 | 0.0 | -20.6&-38.8 | 6.3&-0.7 | -2.5&-8.0 | 3.3&0.9 | 3.6&3.3 | -0.1
CCOC(=O)[C@]12CCCC=C1N(CCC1=CCCCC1)C(=O)[C@H](CC(=O)NCCc1ccccc1OC)C2 | . | -0.2 | -18.1 | -5.7 | . | -1.6 | 4.6 | -0.5
CC(C)CNC(=O)[C@@H]1CSC2c3ccccc3C(=O)N21 (stereo partly specified) | -0.4 | 0.1 | -2.7 | 3.2 | 16.2 | 2.0 | 3.4 | .
COc1ccc(NC(=O)C(Cc2ccccc2)n2cccc2)c(OC)c1 (stereo unspecified) | . | 0.0 | 9.0 | -7.2 | 0.6 | 1.8 | 2.9 | .
O=C(N/N=C\c1cccs1)c1sccc1-n1cccc1 | . | 0.0 | -31.2 | -3.7 | . | -4.0 | -2.5 | .
Cc1cc(Br)c2c(c1)/C(=C/C(=O)c1cccs1)C(=O)N2 | . | 0.0 | -4.4 | -2.6 | . | -2.6 | -10.5 | .
COc1cc(C(=O)N2CCCCC2c2cc(C(=O)Nc3ccccc3)no2)cc(OC)c1C (stereo unspecified) | -3.8 | 0.0 | -16.8 | -3.3 | -3.8 | -2.6 | 0.4 | -0.1
COCCN(CC(=O)Oc1ccccc1P(=O)(OC)OC)Cc1ccccc1 | . | 0.0 | -10.3 | -4.5 | -7.7 | -4.3 | 5.4 | 0.2
CCc1ccc(NC(=O)COc2coc(CN3CCN(c4ccccc4)CC3)cc2=O)cc1 | -2.2 | 0.5 | 3.1 | -0.4 | -3.5 | -0.6 | -0.4 | .
O=C(c1cn(-c2ccccc2)nc1-c1cccnc1)N1CCN(S(=O)(=O)c2ccccc2F)CC1 | 13.0 | 0.0 | -6.7 | -6.7 | -10.9 | 1.3 | 2.5 | .
CC1(C(=O)NS(=O)(=O)Cc2ccccc2C(F)(F)F)CCN1C(=O)c1cccc(F)c1 (stereo unspecified) | -0.3 | -0.1 | 1.7 | -9.7 | 4.1 | -2.2 | 3.5 | 0.0
COc1ccc(S(=O)(=O)N[C@H]2CC[C@@H](CC(=O)NCCc3ccccc3)O[C@H]2CO)cc1 | 6.7 | -0.1 | -1.1 | -2.7 | 3.2 | -6.1 | 1.1 | -0.3
CCOc1cc(C=O)ccc1OCc1cc(=O)n2cc(C)ccc2n1 | -4.9 | -0.1 | -21.5 | -0.9 | -2.5 | -2.7 | 0.9 | 0.5
CCc1ccc(NC(=O)C2CCN(S(=O)(=O)c3ccc4[nH]c(=O)ccc4c3)CC2)cc1 | -3.9 | 0.3 | -18.6 | -1.8 | -3.6 | . | -0.5 | 0.8
Cn1cc(CN2CCC(C(=O)N3CCCCC3)CC2)c(-c2ccccc2F)n1 | -1.2 | 0.0 | -9.9 | -8.8 | 0.5 | -2.5 | 6.0 | 0.0
C[C@@H]1CN([C@H](C)CO)C(=O)c2cc(Br)cnc2O[C@@H]1CN(C)C(=O)Nc1cccc(F)c1 | 6.3&5.0 | 0.1&3.5 | -7.0&3.1 | -1.0&4.5 | 7.0&-0.5 | 0.5&1.3 | -1.3&-1.5 | 0.0&0.0
CC1(C)C2CC=C(/C=N/NC(=O)c3ccccc3O)C1C2 (stereo unspecified) | 17.0 | 0.1 | -3.7 | -0.1 | -14.1 | -1.5 | -1.4 | -0.1
CC(C)NC(=O)N(C)C[C@H]1Oc2cc(C#CC(C)(C)O)ccc2S(=O)(=O)N([C@H](C)CO)C[C@@H]1C | 0.1 | -0.5 | -1.5 | 26.6 | 5.9 | 0.4 | -0.4 | 0.6
CCOC(=O)c1c(C)[nH]c(C)c1C(=O)COC(=O)/C=C/c1ccccc1[N+](=O)[O-] | 10.9 | 0.1 | -12.9 | -5.2 | 5.8 | 0.6 | . | -2.3
CN(C)c1cc(-c2ccc([N+](=O)[O-])cc2)oc(=O)c1Cl | . | 0.1 | -180.3 | -6.1 | . | . | -0.6 | 1.5
O=C(COC(=O)C1CCCC1)NCc1ccc(Cl)cc1 | . | 0.0 | -16.5 | -2.2 | . | -2.0 | 4.4 | .
CC(C)(C)OC(=O)N1CCC(c2c(C(=O)N3CCN(C(=O)c4ccco4)CC3)cnn2-c2ccc(F)cc2)CC1 | -1.2 | 0.1 | -11.7 | 3.2 | -3.5 | -5.0 | . | 0.8
N#CC(C(N)=O)=C1CCCCC1 | -10.6 | -0.1 | -15.0 | 0.4 | -9.3 | 3.0 | 1.0 | .
CC(C)(C)c1cc(C(=O)C[n+]2ccc(C(=O)NCCCO)cc2)cc(C(C)(C)C)c1O | -6.2 | 0.2 | -4.1 | -2.1 | -5.2 | -0.9 | ? | .
CC#CC(=O)N1CCC(n2nccc2NC(=O)CCc2ccccc2)CC1 | -3.2 | 0.1 | 0.8 | 8.9 | -4.0 | -2.7 | 6.7 | -0.3
Cc1ccc(C)c(CSc2ccc3nnc(-c4ccccn4)n3n2)c1 | -2.8 | 0.0 | 2.6 | 5.5 | 4.5 | -3.9 | 0.2 | 0.0
O=C(C1CCOCC1)N1CC2(C1)[C@H](c1ccccc1)[C@@H](CO)N2CCC(F)(F)F | . | 0.2 | -13.2 | 1.3 | . | 2.6 | -1.8 | -0.3
COC(=O)c1ccc(SC)cn1 | . | 0.0 | -12.9 | 0.6 | . | 4.0 | -1.0 | .
O=C(C1CCCCC1)N1[C@H](CO)[C@@H](c2ccccc2)C12CN(Cc1cccc(Cl)c1)C2 | . | 0.0 | -168.7 | -0.7 | . | -1.6 | 2.2 | -0.4
COc1cc(NC(=O)c2oc3ccccc3c2C)ccc1NC(=O)c1ccco1 | 1.3 | 0.2 | -11.0 | 3.8 | -3.1 | -1.0 | 3.9 | .
COCCNC(=O)c1cc(-c2ccc(-c3ccccc3)cc2)nc2ccccc12 | 47.4* | 0.1 | -44.7 | -5.0 | -5.4 | -0.5 | 7.0 | .
Nc1nc(NCCOCCO)nc(N2CCCCCC2)c1[N+](=O)[O-] | . | 0.3 | -15.7 | -1.8 | . | 5.0 | -0.6 | -0.1
O=C(OCC(=O)N1CCCc2ccccc21)c1ccc(S(=O)(=O)C(F)F)cc1 | . | 0.1 | 5.0 | -2.7 | . | 4.4 | -1.2 | 0.4
CCCCNC(=O)C(C)N(CCN(C)C)C(=O)CCCN1C(=O)NC(c2ccc(Cl)cc2)C(C(=O)OCc2ccccc2)=C1C (stereo unspecified) | 11.6 | 0.4 | 43.7 | -2.0 | -0.5 | 10.2 | 5.0 | -0.6
CCCCCC(=O)N1C[C@H](n2cc(COC(=O)c3ccccc3)nn2)[C@@H](O)C[C@@H]1c1ccc(C)cc1 | 0.6 | 0.1 | -3.6 | -12.0 | -13.9 | 2.9 | 1.0 | -0.1
O=C(C1CC1)N1CC2(C1)[C@H](c1ccccc1)[C@H](CO)N2C(=O)c1cccnc1 | . | 0.0 | 18.7 | 7.1 | . | -1.1 | -0.2 | 0.1
Cc1ccc(S(=O)(=O)N(C)C[C@H]2OCCCC[C@@H](C)Oc3ccc(NS(=O)(=O)c4ccc(Cl)cc4)cc3C(=O)N([C@@H](C)CO)C[C@H]2C)cc1 | 0.0 | 0.0 | 0.2 | -0.3 | -29.8 | -1.2 | 4.9 | -0.1
C[C@@H]1CN([C@H](C)CO)C(=O)c2cccc(NC(=O)Nc3ccc4c(c3)OCO4)c2O[C@@H]1CN(C)Cc1ccc(C(=O)Nc2ccccc2N)cc1 | -24.2 | 1.2 | 19.9 | 11.0 | 4.1 | 0.8 | 1.3 | 0.5
CCOC(=O)c1ccc2c(c1)C(=O)N(C1CCCCC1)C2=O | . | . | -6.3 | -5.0 | . | 0.3 | -0.3 | .
O=C(NCc1ccccc1)C1c2ccccc2OCC(=O)N1CC(F)(F)F (stereo unspecified) | . | -0.1 | 1.9 | -1.7 | . | -3.8 | 3.3 | .
CC1CCCCC1NC(=S)Nc1cccc(S(=O)(=O)N(C)C)c1 (stereo unspecified) | . | 0.3 | -10.0 | -2.5 | . | -0.8 | 1.6 | -1.7
CCOC(=O)C1C(=O)CC(C)(O)C(C(=O)OCC)C1c1ccc([N+](=O)[O-])cc1 (stereo unspecified) | -13.2 | 0.2 | -5.0 | 2.5 | . | . | -1.6 | -0.2
C[C@@H]1CNC(=O)c2c(C(=O)N3CCN(c4ccccc4)CC3)ncn21 | . | 0.0 | -18.9 | 10.0 | . | -2.3 | -2.6 | .
COc1ccc(S(=O)(=O)Nc2ccc3c(c2)C(=O)N([C@H](C)CO)C[C@@H](C)[C@@H](CN(C)Cc2ccc(C(=O)O)cc2)OCCCC[C@@H](C)O3)cc1 | -1.8 | -0.3 | 11.1 | -1.7 | 0.3 | -3.8 | -1.9 | 0.1
COc1ccc(S(=O)(=O)Nc2ccc3c(c2)C(=O)N([C@H](C)CO)C[C@@H](C)[C@H](CN(C)C(=O)Nc2ccccc2)O3)cc1 | 1.7 | 8.5 | -13.6 | -5.5 | 6.5 | -2.0 | -0.1 | 0.0
